# LMNA splice mod: modulators of lamin A splicing | HeLa LMNA splicing GFP/RFP minigene ratio, 48 h | Potency, µM (doses to about 46.1 µM), for inactives: at the highest dose ratio change, negative = inhibition, hits mostly inhibitors | hit rate 0.01% among 200,000 | AID 1487; active = well fitted inhibition curve with a large enough effect in the signal ratio, with a control signal flat, not every such curve was filed as active; inconclusive = small, poorly fitted or top-dose-only effect, or effect the other way, or a change in a side signal; the % refers to the signal ratio; note: % is set by controls: 0 for no effect and ±100 for the full control effect
#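 Read-out is the ratio of GFP to DsRed2 object intensity, acquired by 488 nm laser-scanning cytometry on HeLa lamin A-EGFP minigene reporter cells. Compound incubation 48 hrs at 37 °C in Opti-MEM with 2% FBS; DMSO 0.5% final.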
# Epigenetic reg: epigenetic control regulation, reporter derepression; Potency, µM (series often up to 53.9 µM), for the others: at the highest dose GFP activation, most hits filed as activators; murine LDR cells, GFP reporter derepression, 30 h; hit rate 0.2% among 280,000; active = well fitted activation curve with a large enough effect; inconclusive = small, poorly fitted or top-dose-only effect; note: % of control where 0% means no effect; nearly all actives have a fitted effect of over 60% in size
#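 GFP-positive cell count by laser-scanning cytometry (objects 20–120 um) after 30 h, 37 C compound exposure of murine LDR cells; reporter is CMV-GFP integrated at a silenced locus, inducible by HDAC or DNMT inhibitors.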
# * marks the source's active call; other numbers are inactive results; ? = inconclusive; [ ] = remark or other dose. Potency is the fitted concentration of half-maximal effect. Some of the compounds tested (hit frequency here may not be typical).
structure	LMNA splice mod	Epigenetic reg
CCOc1ccccc1/C=C/c1onc(C)c1S(=O)(=O)N1CCC(C(=O)N2CCCCC2)CC1	?	-0.2%
O=C(Nc1ccc(N2CCOCC2)c(C(=O)O)c1)c1ccc(Br)cc1	-9%[46 µM]	-1.3%
COc1ccc(S(=O)(=O)c2c(Nc3ccc(C)cc3)sc(C(=O)c3ccc(C)cc3)c2N)cc1	?	0.0%
CCc1ccc(CNC(=O)C2CCN(c3nn4cc(-c5ccc(F)cc5)nc4s3)CC2)cc1	3%[46 µM]	-1.2%
O=C(NCc1cccc(Cl)c1)c1cnc(N2CCCCC2)c2ccccc12	2%[46 µM]	1.4%
CC(C(=O)Nc1ccc(OC(F)(F)F)cc1)N1Cc2ccccc2C1=O (stereo not given)	-3%[46 µM]	-0.4%
O=C(c1ccc2c(c1)N(Cc1cccc(Cl)c1)C(=O)c1ccccc1S2(=O)=O)N1CCCC1	12%[46 µM]	-1.1%
Cc1ccc(N2CC(NC(=O)C3CCCCC3)CC2=O)cc1 (stereo not given)	-5%[46 µM]	0.8%
COc1cc(CNC(=O)c2ccc(NC(=O)N3CCCCc4ccccc43)cc2)cc(OC)c1OC	-21%[46 µM]	0.0%
CN(C(=O)c1ccc2c(c1)N(Cc1ccccc1F)C(=O)c1ccccc1S2)C1CCCCC1	?	-0.2%
Cc1ccc(CN2CCC(CNC(=O)c3cnn(-c4ccccc4)c3C3CCN(C(=O)OC(C)(C)C)CC3)CC2)cc1	-4%[46 µM]	-0.2%
COc1ccc(-c2cn3cccnc3n2)cc1NC(=O)c1c(F)cccc1F	-24%[46 µM]	0.8%
CCOC(=O)c1cccc(NC(=O)c2cc3c(=O)n(Cc4ccccc4)ccc3nc2C)c1	-1%[46 µM]	0.0%
CCOC(=O)c1ccccc1NC1(c2ccc(OC)cc2)C(=O)c2ccccc2C1=O	9%[46 µM]	-0.2%
CC(=O)Nc1cccc(NC(=O)CSc2nccn2Cc2ccc3c(c2)OCO3)c1	0%[46 µM]	1.1%
Cc1ccc(C)c(NC(=O)C(=O)NCCc2csc3nc(-c4ccccc4C)nn23)c1	?	1.7%
CC(=O)c1ccc(N2CCN(c3ncnc4c3cnn4-c3cc(Cl)ccc3C)CC2)cc1	16%[46 µM]	3.8%
CCOc1ccccc1C(=O)NCC(c1ccc(N(C)C)cc1)N1CCc2ccccc21 (stereo not given)	?	-1.3%
O=S(=O)(NCc1nc2cccnc2n1Cc1ccccc1Cl)c1ccc(F)c(Cl)c1	-3%[46 µM]	0.0%
CCOc1cc2c(cc1OCC)C(CC(=O)O)N(C(=O)Nc1ccccc1C(F)(F)F)CC2 (stereo not given)	7%[46 µM]	-5.4%
CCOC(=O)c1cc(-c2ccc(F)cc2)n(CCC(=O)NCc2ccccc2OC)c1C	19%[46 µM]	-1.1%
Cc1cccc(C)c1NC(=O)c1cc(S(=O)(=O)N2CCCc3ccccc32)ccc1F	-17%[46 µM]	-0.9%
O=S(=O)(NCc1ccc(Cl)cc1)c1ccc2[nH]c3c(c2c1)CCCC3	?	-0.4%
Cc1cc(C)c(S(=O)(=O)Nc2ccc(-c3ccc(N4CCCCCC4)nn3)cc2)cc1C	-3%[46 µM]	-0.9%
Cc1ccc(C)n1-c1c(C(=O)NCCCN2CCN(c3ccc(F)cc3)CC2)sc2ncccc12	-7%[46 µM]	0.0%
CCc1ccc(NC(=O)CSc2nc3c(sc4ccccc43)c(=O)n2CCCOC)cc1	?	0.0%
Cc1ccc2[nH]c3c(=O)n(CC(=O)NC(C)C)ncc3c2c1	7%[46 µM]	1.3%
COc1cccc(C(=O)N2c3ncnn3C3(CCCCC3)[C@@H]3CCCC[C@@H]32)c1	-19%[46 µM]	-1.6%
Cc1cc(S(=O)(=O)NCC(c2ccco2)S(=O)(=O)c2cccs2)ccc1F (stereo not given)	?	0.7%
CCOC(=O)c1noc2nc(C)n(CC(=O)Nc3cc(Cl)ccc3OC)c(=O)c12	?	-1.5%

# Next section.
structure	LMNA splice mod	Epigenetic reg
COc1ccc(OC)c(S(=O)(=O)NCCS(=O)(=O)N2CCN(c3ccccc3)CC2)c1	5%[46 µM]	0.0%
CCCNC(=O)c1cc2n(n1)CCCN(Cc1ccc(C)cc1)C2=O	?	-1.4%
O=C(CCc1ccccc1)NCc1nc2cccnc2n1Cc1ccc(F)cc1	-6%[46 µM]	0.8%
COc1ccc(NC(=O)CSc2nc3ccccc3n2CC(=O)N(C)c2ccc(F)cc2)cc1	0%[46 µM]	-0.8%
O=C(c1cc2ccc3cccnc3c2[nH]1)N1CCN(c2ccccc2)CC1	-11%[46 µM]	0.0%
Cc1cc(C)cc(C(=O)NCC(c2ccc(N(C)C)cc2)N2CCCC2)c1 (stereo not given)	?	1.5%
COc1cc(NC(=O)c2cc(S(=O)(=O)N3CCc4ccccc43)cn2C)cc(OC)c1OC	-14%[46 µM]	1.4%
Cc1ccc(C(=O)NCCC(C)C)cc1NC(=O)c1nsc2ccccc12	-2%[46 µM]	9.6%
CC(C)CC(=O)NC1CC(=O)N(c2ccc3c(c2)OCCO3)C1 (stereo not given)	1%[46 µM]	0.0%
O=C(Cn1c(-c2cccs2)cc2ccccc21)N1CCN(c2ccc(F)cc2)CC1	2%[46 µM]	2.5%
CN(C)c1ccc(NC(=O)CSC2=Nc3ccccc3C3=NC(CC(=O)NCc4ccccc4)C(=O)N23)cc1 (stereo not given)	3%[46 µM]	-1.3%
CC(=O)Nc1ccc(NC(=O)c2cc(CN3CCCC3)on2)cc1	-10%[46 µM]	0.0%
CCN1CCc2c(sc(-n3cccc3)c2C(C)NC(=O)Nc2ccc(C(=O)OC)cc2)C1 (stereo not given)	?	8.2%
CCN(CC)CCOC(=O)c1ccc(NC(=O)c2cc3cccc(OC)c3oc2=O)cc1	4%[46 µM]	3.8%
COc1ccc(S(=O)(=O)N2CCN(Cc3nc4ccc(C)cc4o3)CC2)cc1	-11%[46 µM]	-0.3%
CCOC(=O)c1c(C)oc2nc(C)nc(NCc3ccc(Cl)cc3)c12	3%[46 µM]	2.5%
O=C(Nc1cc(Cl)cc(Cl)c1)c1cc(S(=O)(=O)N2CCc3ccccc3C2)ccc1F	7%[46 µM]	2.4%
CCOc1ccc(-c2cn(-c3ccc(OC)cc3)c(SCC(=O)Nc3ccccc3Cl)n2)cc1	2%[46 µM]	-1.3%
CNC(=O)C1CCC(Cn2c(=O)c3sccc3n(CC(=O)NCc3ccc(OC)cc3)c2=O)CC1 (stereo not given)	?	0.0%
CCOc1ccc(CCNC(=O)CSc2n[nH]c(-c3ccccc3)n2)cc1OCC	2%[46 µM]	5.4%
CC(C)(C)C(=O)Nc1ccc2nc(SCCOc3ccccc3Cl)sc2c1	8%[46 µM]	-1.6%
CCOC(=O)c1scc(-c2ccc(C)cc2)c1S(=O)(=O)N1CCN(c2ccccc2)CC1	10%[46 µM]	0.0%
COc1cccc(-c2nc(C(N)=O)c3c(n2)n(-c2ccc4c(c2)OCO4)c(=O)n3C)c1OC	10%[46 µM]	3.4%
Cc1cc(S(=O)(=O)C(CNC(=O)COc2ccc(Cl)cc2)c2cccs2)ccc1F (stereo not given)	?	1.6%
CCc1ccccc1NC(=O)Cn1cc(C(=O)c2ccc(Cl)cc2)c(=O)c2ccc(C)nc21	-3%[46 µM]	-1.3%
Cc1cccc(CCNC(=O)c2sc3nc4n(c(=O)c3c2C)CCCC4)c1	7%[46 µM]	1.1%
CCOC(=O)C1=C(CN2CCN(c3cccc(OC)c3)CC2)NC(=O)NC1c1ccc(OC)cc1 (stereo not given)	?	-1.2%
CCN(CC)CCCNC(=O)C1CCN(S(=O)(=O)CC)CC1	?	6.1%
CCC(=O)N1c2ccccc2CC1C(=O)NCCc1ccc(C)cc1 (stereo not given)	10%[46 µM]	-4.0%
Cc1ccc(NC(=O)Cn2cc(S(=O)(=O)NC(C)C)c(S(=O)(=O)NC(C)C)c2)cc1Cl	?	1.1%

# Full records as entered above.
# Listed for CNC(=O)C1CCC(Cn2c(=O)c3sccc3n(CC(=O)NCc3ccc(OC)cc3)c2=O)CC1 (stereo not given) = LMNA splice mod = ?; Epigenetic reg = 0.0%
# Listed for CCN(CC)CCCNC(=O)C1CCN(S(=O)(=O)CC)CC1 = LMNA splice mod = ?; Epigenetic reg = 6.1%

# Additional results:
structure	LMNA splice mod	Epigenetic reg
COc1ccc(NC(=O)CCn2cnnn2)cc1	5%[46 µM]	-2.4%
Cc1ccc2nc(CSc3nnc(NC(=O)c4ccc(C(C)(C)C)cc4)s3)cc(=O)n2c1	-7%[46 µM]	-0.9%
Cc1nn(CCC(=O)Nc2cccc(C#N)c2)c(C)c1S(=O)(=O)N1CCC(C)CC1	-8%[46 µM]	2.5%
CCOc1ccc(-c2c(C)nn3c(C)c(C(=O)Nc4ccccc4C(=O)OC)cnc23)cc1OCC	-1%[46 µM]	2.3%
COCCNC(=O)CCCN1C(=O)CCn2nc(-c3cccn3C)cc21	-3%[46 µM]	-0.9%
CC(=O)c1ccc(NC(=O)Cn2c(=O)c3cccn3c3ccccc32)cc1	?	2.5%
COc1cc(Cl)c(C)cc1NC(=O)c1cnn(-c2ccc(F)cc2F)c1C1CCN(C(=O)OC(C)(C)C)CC1	-7%[46 µM]	-0.4%
Cn1nnnc1SCCCNCc1ccc(-c2ccc(F)c(Cl)c2)o1	0%[46 µM]	1.1%
COc1ccc(C(=O)Nc2ccc3nc(SCC(=O)N4CCc5ccccc54)sc3c2)cc1	-13%[46 µM]	0.0%
CCOc1ccc(NC(=O)CSC2=Nc3ccccc3C3=NC(CC(=O)NCc4cccs4)C(=O)N23)cc1 (stereo not given)	-12%[46 µM]	2.6%
O=C(NCCc1csc(-c2cccc(F)c2)n1)c1ccco1	16%[46 µM]	-1.7%
CCc1ccc(-n2nc(C)c3c(C(=O)Nc4cc(C)ccc4C)cc(C)nc32)cc1	5%[46 µM]	-1.3%
Cc1ccc(N2CCn3c2nc2c3c(=O)n(CCCc3ccccc3)c(=O)n2C)cc1C	9%[46 µM]	1.4%
Cc1ccc(N2C(=O)CSC23C(=O)N(CC(=O)NC2CCCCC2)c2ccccc23)cc1 (stereo not given)	-16%[46 µM]	2.5%
COc1ccc(-c2nc3c4ccccc4n(CC(=O)Nc4ccc(C(C)C)cc4)c(=O)n3n2)cc1	?	0.9%
O=C1CC(=O)Nc2cc(S(=O)(=O)Nc3cccc(Br)c3)ccc2N1	-6%[46 µM]	8.5%
Cc1ccc(C(=O)NC2=NC(c3ccc(C)cc3)CC(=O)N2)cc1 (stereo not given)	17%[46 µM]	0.0%
CC(C)c1ccc(NC(=O)CCCc2nc(-c3ccc(Cl)cc3)no2)cc1	13%[46 µM]	-1.6%
Cc1cccc2sc(N3CCN(C(=O)c4ccco4)CC3)nc12	8%[46 µM]	4.6%
COc1ccc(NC(=O)CSc2nccn2Cc2ccco2)c(OC)c1	?	0.0%
Cc1ccc(-n2ncc(C(=O)NCCCN3CCc4ccccc4C3)c2C2CCN(C(=O)OC(C)(C)C)CC2)c(C)c1	-4%[46 µM]	-1.3%
COc1cccc(CNC(=O)N2CCC(CN3CCC(C)CC3)CC2)c1	1%[46 µM]	0.0%
Cc1ccc(Cn2cc(S(=O)(=O)c3cccc(Cl)c3)c(=O)c3cc(F)c(N4CCCCC4)cc32)cc1	-9%[46 µM]	-1.2%
CCOc1ccc(CCNC(=O)CCSCc2cccc(Cl)c2)cc1OCC	4%[46 µM]	1.2%
Cc1cn2c(=O)cc(COC(=O)c3cccc(NC(=O)c4ccc(C(C)(C)C)cc4)c3)nc2s1	?	1.4%
CN(C)CCNC(=O)C(=O)NCC(c1cccnc1)N1CCN(c2ccccc2)CC1 (stereo not given)	-4%[46 µM]	0.8%
CC(=O)N1CCCc2cc(S(=O)(=O)NCc3ccc(N(C)C)cc3)ccc21	-14%[46 µM]	0.0%
O=C(Nc1ccc(Br)cc1F)c1ncoc1-c1ccco1	-8%[46 µM]	-4.2%
CCCn1cc(S(=O)(=O)c2ccccc2)c(=O)c2cc(F)c(N3CCCC(C)C3)cc21 (stereo not given)	-13%[46 µM]	-1.2%
Cc1cccc(N2CCN(C(=O)c3c(C)oc4nc(C)nc(N5CCCC5)c34)CC2C)c1 (stereo not given)	-17%[46 µM]	-1.3%

# Next compounds
structure	LMNA splice mod	Epigenetic reg
Cc1ccc(N2CCN(C(=O)c3c(C)oc4ncn(C)c(=O)c34)CC2)c(C)c1	?	1.3%
Cc1cc(N2CCN(C)CC2)nc2ccc(NC(=O)Nc3ccc(Cl)cc3)cc12	-10%[46 µM]	-1.3%
COC(=O)CN1C(=O)C(C)(C)c2cc(S(=O)(=O)Nc3ccc(Br)cc3F)ccc21	-2%[46 µM]	0.0%
CC(=O)N1CCC(N(Cc2ccc(C)o2)C(=O)Nc2ccccc2F)CC1	?	-1.2%

# Bioassay records from PubChem BioAssay.
